EBV gp42 inh: Epstein-Barr virus gp42 inhibitors, primary screen, biochemical, uHTS, fluorescence polarization. Fluorescence polarization binding assay, mP read-out. inhibition, % (tested at 21.74 µM). actives 0.42% (n = 220,000); in the data active = inhibition above about 50%
Target sequence (Q1HVG2 whole entry, looked up): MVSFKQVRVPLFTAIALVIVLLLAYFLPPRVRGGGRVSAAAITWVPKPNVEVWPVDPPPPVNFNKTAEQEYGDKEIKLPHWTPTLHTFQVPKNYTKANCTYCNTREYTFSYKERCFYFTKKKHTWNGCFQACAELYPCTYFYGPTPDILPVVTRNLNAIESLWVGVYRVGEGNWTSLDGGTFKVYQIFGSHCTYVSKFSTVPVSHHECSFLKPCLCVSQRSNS
CHOP inhibitor: inhibitors of CHOP promoter induction, primary screen, cell-based, unfolded protein response, luciferase reporter; CHO-K1 CHOP-promoter luciferase, tunicamycin-induced, 15-18 h; inhibition, % at 10 µM; actives 3.8% (n = 220,000);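 active = compounds that reduced the stress-induced luciferase reporter signal by more than about 70% of percent inhibition, limit read from the data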;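 note: 0% = tunicamycin plus vehicle and 100% = wells without tunicamycin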
TRPN1 ag: zebrafish TRPN1 channel agonists, primary screen, cell-based, HEK293, calcium fluorescence | activation, % at 3 µM | actives 0.18% (n = 220,000) | HEK293 zebrafish TRPN1-YFP, Fluo-8 calcium fluorescence; 100% = response to 87 µM carbachol;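 active = activation above its plate's cutoff, the mean activation of test wells on that plate plus 3 SD, cut at about 19% in these data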;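 note: 0% = DMSO alone and 100% = 87 µM carbachol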
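Material: zebrafish TRPN1-YFP in HEK293 cells. Doses: one dose of 3 µM, 0.3% DMSO. Incubation: dye 1 h 37 °C plus 30 min RT. Measured by: intracellular calcium fluorescence with Fluo-8.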
TRPML3 agonist: human TRPML3 channel agonists, primary screen, cell-based, HEK293 TRPML3-YFP, Fluo-8 calcium fluorescence, 3 µM; Mucolipin-3 (Homo sapiens), Q8TDD5; 100% = the carbachol control signal; activation, % at 3 µM; actives 0.29% (n = 220,000);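 active = activation above its plate's cutoff, the mean activation of the plate's test wells plus 3 SD, cut at about 12% in these data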;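 note: 0% = DMSO only wells and 100% = carbachol wells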
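Test system: TRPML3-YFP stable HEK293 cells. Doses: single point at 3 µM. Incubation: dye loading 1 h 37 °C then 30 min ambient, 125 s read. Signal: Fluo-8 calcium dye fluorescence, ex 470-495, em 515-575 nm. Measure: percent activation from peak-to-basal fluorescence ratio, scaled between DMSO and carbachol.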
MDM2 E3 inh: MDM2-luciferase reporter signal enhancers, primary screen, MDM2 E3 ligase inhibitor project, cell-based, luminescence, 1536-well | cell-based MDM2 ubiquitination luciferase reporter, 2 h; 0 = plate control, 100 = twice control, blank-subtracted | AID 1230, 2008 | E3 ubiquitin-protein ligase Mdm2 (Homo sapiens), Q00987 | signal enhancement, % at 5 µM | actives 0.11% (n = 210,000);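 active = signal enhancement of 30% or more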;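 note: luminescence tracks abundance of the self-degrading MDM2-luciferase fusion protein; higher signal means inhibition of MDM2 E3 ligase activity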
Target sequence (Q00987 whole entry, looked up, the tested form may be a part): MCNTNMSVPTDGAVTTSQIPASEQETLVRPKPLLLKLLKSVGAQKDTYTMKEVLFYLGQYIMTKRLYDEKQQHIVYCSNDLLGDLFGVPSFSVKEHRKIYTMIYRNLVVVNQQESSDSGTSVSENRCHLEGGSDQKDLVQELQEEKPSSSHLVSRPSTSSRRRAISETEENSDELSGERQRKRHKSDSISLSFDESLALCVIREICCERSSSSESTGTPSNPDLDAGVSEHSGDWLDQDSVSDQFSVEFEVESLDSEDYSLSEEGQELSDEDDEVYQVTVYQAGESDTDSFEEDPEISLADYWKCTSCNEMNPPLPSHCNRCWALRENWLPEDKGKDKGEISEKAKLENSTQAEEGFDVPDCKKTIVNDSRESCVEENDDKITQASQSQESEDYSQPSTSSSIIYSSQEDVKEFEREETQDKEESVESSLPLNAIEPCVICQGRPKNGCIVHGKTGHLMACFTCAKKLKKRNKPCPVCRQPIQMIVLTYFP
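Buffer or medium: Cells held in DMEM | Assay system: Stable mammalian line carrying autodegrading MDM2–luciferase fusion reporter | Quantity: 2000 cells/well | Times: 4 h settle plus 2 h compound, 37 °C | Doses: One concentration, 5 µM, with 0.2% DMSO | Technique: Luminescence with SteadyLite reagent, 15 min at room temperature | Benchmarks: Plate controls and plate blanks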
p47phox inh: p47phox/p22phox peptide binding inhibitors, primary screen, biochemical, uHTS, NADPH oxidase regulatory subunit. inhibition, % at 24.7 µM. fluorescence polarization, 2 h. actives 0.53% (n = 220,000). AID 1274, 2008;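 active = inhibition above about 30%, limit read from the data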;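 note: 0% = p47phox with labelled peptide and 100% = labelled peptide alone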
Runt-SMMHC FRET: inhibitors of RUNX1 Runt–CBFb-SMMHC binding, primary screen, biochemical, FRET, Cerulean-Runt, Venus-CBFb-SMMHC, uHTS; Runt-related transcription factor 1 (Homo sapiens) + Core-binding factor subunit beta …; Cerulean-Runt/Venus-CBFb-SMMHC FRET ratio 530/480, 1 h; actives 0.74% (n = 220,000); AID 1434, 2008; inhibition, % at 20 µM;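 active = mean inhibition across duplicate retests at 20 µM reaching about 50%, limit read from the data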;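 note: 0% = DMSO wells and 100% = wells with excess untagged CBFb-SMMHC; inhibitors lower the FRET ratio by blocking Runt binding to CBFb-SMMHC; some results filed as inactive read as strong as hits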
TNF death inh: inhibitors of TNF-alpha triggered necroptosis, primary screen, cell-based, Jurkat FADD-/-, single concentration; actives 0.068% (n = 220,000); Jurkat FADD-/- TNF necroptosis rescue, ATP luminescence, 24 h; 0 = TNF only, 100 = no-TNF cells; activation (protection from cell death), % at 10 µM;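 active = activation, meaning protection from cell death, of at least 50% relative to plate controls; inactive = activation below 50%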;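 note: necroptosis triggered by 40 ng/mL TNF-alpha added together with compound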
PPC-1+TRAIL kill: compounds killing PPC-1 cancer cells with TRAIL present, primary screen, TRAIL potentiator project, ATPLite luminescence, uHTS; PPC-1 cells + TRAIL, ATPLite viability luminescence; AID 1443, 2008; actives 0.41% (n = 220,000); cell killing (% activity), % at 4 µM;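 active = cell killing above 50% in the first pass at 4 µM, then a duplicate retest at 5 µM averaging 50% or more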;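 note: plate controls were cells with TRAIL plus DMSO for no effect and medium-only wells lacking cells for full effect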
* marks the source's active call; other numbers are inactive results; · = no result given; [ ] = another dose, or the depositor's remark.

SMILES	EBV gp42 inh	CHOP inhibitor	TRPN1 ag	TRPML3 agonist	MDM2 E3 inh	p47phox inh	Runt-SMMHC FRET	TNF death inh	PPC-1+TRAIL kill
Cc1[nH]nc2nc(SCC(=O)NCC3CCCO3)n(-c3ccc(Br)cc3)c(=N)c12 (configuration not stated)	-3	54	-0.6	-0.6	-8	-7	-5	-7.5	4
Cc1ccc(C(=O)Nc2nc3ccccc3n3nnnc23)cc1	-7	-3	1.3	-0.1	-1	-6	-4	0.0	-3
Cc1ccc(C)c2nc3sc(C(=O)O)cc3cc12	-22	-16	0.6	-0.2	-7	8	0	1.5	-7
O=C(Cc1ccccc1)NNC(=S)NC(=O)c1cccnc1	-10	12	-1.3	0.8	-2	1	1	0.6	-8
CCOc1cc(C(=O)Nc2ccccc2F)cc(Br)c1OCC	1	20	0.0	-0.3	-22	-7	2	1.6	24
Cc1cc(NC(=S)NC(=O)C2CC2)ccc1Br	-3	48	-1.6	-1.1	-5	-3	-2	-0.2	20
Cc1ccc(O)c(C2=NOC(O)(C(F)(F)F)C2)c1 (configuration not stated)	-22	10	-0.3	-0.7	-7	-13	-3	-2.9	14
CCCc1nc(-c2ccccc2O)n(-c2ccccc2)n1	7	41	-0.3	-0.7	-5	10	-1	-0.3	32
COc1ccc(NC(=O)CC2SC(=N)N(c3ccccc3)C2=O)c(OC)c1 (configuration not stated)	1	-14	-0.9	0.5	-9	0	2	3.5	12
CCc1cccc2c(C#N)cn(CC(=O)NCCOC)c12	-10	-3	0.0	0.0	-1	0	3	0.4	-4
C/C=C/C=[N+](\[O-])C(C)/C(=N/O)c1ccc(F)cc1 (configuration not stated)	-16	33	1.2	-0.2	-6	-15	8	0.6	-3
CS(=O)(=O)c1cnc(-c2ccccc2)nc1Oc1ccc(Cl)cc1	-17	3	0.4	0.2	-12	-9	-7	-1.7	6
COc1ccc(OC)c(C2=NO[C@@H]3C(=O)N(c4cc(Cl)ccc4OC)C(=O)[C@H]23)c1	8	27	1.7	-0.3	-15	5	-5	0.8	25
Cc1cccc(NC2=C(Cl)C(=O)OC2OC(C)C)c1 (configuration not stated)	-4	5	-0.6	0.1	-16	1	3	-1.4	-16
CCOC(=O)c1[nH]c(C)c(C(=O)N2CCN(c3ccccc3)CC2)c1C	-11	4	-0.2	0.4	-14	-10	10	1.2	19
CC1=C(CC(=O)c2ccc(Cl)cc2)C(=O)c2ccccc2C1=O	3	72*	0.2	-0.5	-10	-1	2	-4.6	34
CCS(=O)(=O)Nc1ccccc1C(N)=O	-2	4	1.7	-0.1	-9	2	-2	0.8	19
O=[N+]([O-])c1cccc(N=Cc2sc3ccccc3c2O)c1	29	-59	1.3	1.0	·	21	87*	-3.5	22
Cc1ccc(-c2sc(C(=O)NN)c(C)c2C#N)cc1	5	9	0.7	0.9	-9	-2	-1	1.2	73*[5 µM]
Cc1cc(C)c2[nH]c(=O)c(CN(CC3CCCO3)C(=O)c3cnccn3)cc2c1 (configuration not stated)	-10	8	-1.2	-0.1	-30	-1	-3	0.6	0

In another format: results already given.
| Structure | EBV gp42 inh | CHOP inhibitor | TRPN1 ag | TRPML3 agonist | MDM2 E3 inh | p47phox inh | Runt-SMMHC FRET | TNF death inh | PPC-1+TRAIL kill |
| --- | --- | --- | --- | --- | --- | --- | --- | --- | --- |
| CS(=O)(=O)c1cnc(-c2ccccc2)nc1Oc1ccc(Cl)cc1 | -17 | 3 | 0.4 | 0.2 | -12 | -9 | -7 | -1.7 | 6 |
| CCS(=O)(=O)Nc1ccccc1C(N)=O | -2 | 4 | 1.7 | -0.1 | -9 | 2 | -2 | 0.8 | 19 |
| CC1=C(CC(=O)c2ccc(Cl)cc2)C(=O)c2ccccc2C1=O | 3 | 72* | 0.2 | -0.5 | -10 | -1 | 2 | -4.6 | 34 |
| C/C=C/C=[N+](\[O-])C(C)/C(=N/O)c1ccc(F)cc1 (configuration not stated) | -16 | 33 | 1.2 | -0.2 | -6 | -15 | 8 | 0.6 | -3 |
| O=[N+]([O-])c1cccc(N=Cc2sc3ccccc3c2O)c1 | 29 | -59 | 1.3 | 1.0 | · | 21 | 87* | -3.5 | 22 |

(next part)
SMILES	EBV gp42 inh	CHOP inhibitor	TRPN1 ag	TRPML3 agonist	MDM2 E3 inh	p47phox inh	Runt-SMMHC FRET	TNF death inh	PPC-1+TRAIL kill
O=[N+]([O-])c1ccccc1/C=N/Nc1nc(N2CCCC2)nc(N2CCCC2)n1	-16	75*	0.5	0.3	-8	-10	3	0.7	40
COc1ccc(/C=C2/SC(=O)N(CCNC(=O)C3CCCN3C(=O)c3cccs3)C2=O)cc1 (configuration not stated)	-9	37	-2.7	-0.1	3	-19	-4	0.5	18
O=C(Nc1nnc(-c2ccc(F)cc2)o1)c1ccco1	-14	-20	·	·	-11	-10	2	0.1	3
Oc1ccc(/C=N/NC(=S)NCCN2CCOCC2)c(O)c1	0	27	0.4	0.0	-14	-2	16	0.1	3

One compound at a time, from the list above:
`CS(=O)(=O)c1cnc(-c2ccccc2)nc1Oc1ccc(Cl)cc1` as listed: EBV gp42 inh: -17; CHOP inhibitor: 3; TRPN1 ag: 0.4; TRPML3 agonist: 0.2; MDM2 E3 inh: -12; p47phox inh: -9; Runt-SMMHC FRET: -7; TNF death inh: -1.7; PPC-1+TRAIL kill: 6
`CCS(=O)(=O)Nc1ccccc1C(N)=O` as listed: EBV gp42 inh: -2; CHOP inhibitor: 4; TRPN1 ag: 1.7; TRPML3 agonist: -0.1; MDM2 E3 inh: -9; p47phox inh: 2; Runt-SMMHC FRET: -2; TNF death inh: 0.8; PPC-1+TRAIL kill: 19

Compound activity as filed in PubChem.
